# PTHR1 ag: qHTS for PTHR1 Agonists: Primary Screen. Parathyroid hormone/parathyroid hormone-related peptide receptor (Homo sapiens), Q03431. HEK293 GP2 PTHR1 cells, GloSensor cAMP luminescence, 1 h. Potency, µM (doses to about 115 µM), inactives show at the highest dose activation, usual class: activators. 410,000 compounds, 0.075% hits; note: potency is the fitted concentration of half-maximal effect; nearly all actives have a fitted effect of over 55% in size; some results filed as inactive show a strong effect at the top dose; inactives centre near -15; many of its hits are not listed in these tables
# Target sequence (Q03431 whole entry, looked up): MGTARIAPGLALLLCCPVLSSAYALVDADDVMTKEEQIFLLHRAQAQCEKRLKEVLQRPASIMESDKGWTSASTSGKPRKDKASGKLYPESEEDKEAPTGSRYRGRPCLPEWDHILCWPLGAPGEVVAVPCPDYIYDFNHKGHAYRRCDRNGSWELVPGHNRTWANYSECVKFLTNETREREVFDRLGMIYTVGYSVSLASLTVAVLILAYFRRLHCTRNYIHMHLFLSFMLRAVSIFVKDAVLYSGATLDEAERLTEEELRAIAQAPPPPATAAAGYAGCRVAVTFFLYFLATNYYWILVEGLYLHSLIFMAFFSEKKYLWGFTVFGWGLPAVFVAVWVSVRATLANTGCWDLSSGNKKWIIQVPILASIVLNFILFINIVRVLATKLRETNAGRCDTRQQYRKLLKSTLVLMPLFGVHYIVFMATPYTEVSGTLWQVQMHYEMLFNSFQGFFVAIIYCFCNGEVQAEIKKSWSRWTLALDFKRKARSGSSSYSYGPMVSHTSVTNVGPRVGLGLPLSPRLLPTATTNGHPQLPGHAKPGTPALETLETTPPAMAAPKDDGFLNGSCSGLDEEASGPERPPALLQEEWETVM
#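 HEK-293-derived GP2 cells expressing PTHR1 and a GloSensor cAMP reporter, 3,000/well, plated overnight, given luciferin plus IBMX (each 0.5 mM as added) for 1 h at 37 °C, then compound for 1 h at 37 °C. Luminescence was read after 15 min at room temperature.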
# GLP1R cytotox: qHTS of GLP-1 Receptor Inverse Agonists: Cytotox Screen; AID 624418, 2012; 410,000 compounds, 0.13% hits; HEK293 cAMP-luciferase reporter cells, luminescence, 24 h; Potency, µM (top dose mostly 38.3 µM), for inactives: at the top dose activity change, negative = inhibition, usual class: inhibitors;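 note: loss of luciferase light is scored as toxicity; potency is the fitted concentration of half-maximal effect; % is set by controls: 0 for no effect and ±100 for the full control effect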
#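 To flag toxic compounds, the library was rerun on cells for 24 hr at 37 deg C and 5% CO2. Viability-linked luminescence was captured 12 min after adding luciferase detection reagent.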
# GLP1R inv ag: qHTS of GLP-1 Receptor Inverse Agonists (Inhibition Mode) | HEK293 GLP-1R CRE-luciferase, luminescence, 24 h; GLP-1R form is constitutively active | Potency, µM (highest dose often 38.3 µM), inactives show at the highest dose activity change, negative = inhibition, actives largely listed as inhibitors | 410,000 compounds, 1.6% hits | AID 624417, 2012; note: potency is the fitted concentration of half-maximal effect; % is set by controls: 0 for no effect and ±100 for the full control effect; nearly all actives have a fitted effect of over 55% in size
#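 Inverse agonists were sought by their lowering of basal cAMP reporter luciferase output in HEK293 cells stably carrying constitutively active human GLP-1R, after 24 h compound treatment.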
# PI5P4K alpha inh: qHTS for Inhibitors of phosphatidylinositol 5-phosphate 4-kinase (PI5P4K); Phosphatidylinositol 5-phosphate 4-kinase type-2 alpha (Homo sapiens), P48426; PI5P4Kalpha enzyme, ADP-Glo luminescence, 60 min; hits give low values; max response, %; 330,000 compounds, 1.2% hits; AID 652105, 2013; active = max response of -50% or lower; inconclusive = between -30% and -50%; inactive = -30% or higher; note: value at the top dose of about 77 µM; % is set by controls: 0 for no effect and ±100 for the full control effect
# Target sequence (P48426 whole entry, looked up): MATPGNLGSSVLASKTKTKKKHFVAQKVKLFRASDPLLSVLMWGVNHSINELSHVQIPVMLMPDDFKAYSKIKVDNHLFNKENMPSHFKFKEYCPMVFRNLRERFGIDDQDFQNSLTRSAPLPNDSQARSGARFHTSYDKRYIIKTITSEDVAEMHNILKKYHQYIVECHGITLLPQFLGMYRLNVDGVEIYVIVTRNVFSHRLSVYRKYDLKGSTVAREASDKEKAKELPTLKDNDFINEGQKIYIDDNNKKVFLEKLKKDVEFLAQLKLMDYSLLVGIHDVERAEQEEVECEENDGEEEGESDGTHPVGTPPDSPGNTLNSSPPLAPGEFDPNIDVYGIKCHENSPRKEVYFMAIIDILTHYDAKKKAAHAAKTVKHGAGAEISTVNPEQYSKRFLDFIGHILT
#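 Human PI5P4Kalpha with substrate in 0.038 M HEPES pH 7.4, 0.28 mM EGTA, 0.1% CHAPS, 5% DMSO; reaction started with 5 microM ATP (final), 60 min at room temperature. ADP formed read by ADP-Glo luminescence.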
# EPAC1 antagonist: qHTS for Antagonist of cAMP-regulated guanine nucleotide exchange factor 3 (EPAC1): primary screen; Rap guanine nucleotide exchange factor 3 (Homo sapiens), O95398; AID 720709, 2013; 360,000 compounds, 0.14% hits; EPAC1 GEF assay, Rap1b-BODIPY-GDP exchange fluorescence; Potency, µM (doses to about 115 µM), for the others: at the top dose activity change, negative = inhibition, hits mostly inhibitors;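 note: potency is the fitted concentration of half-maximal effect; plate controls were vehicle for no effect and positive control for full effect; nearly all actives have a fitted effect of over 50% in size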
# PLK1 PBD inh: qHTS for Inhibitors of PLK1-PDB (polo-like kinase 1 - polo-box domain): Primary Screen. Serine/threonine-protein kinase PLK1 (Homo sapiens), P53350. Plk1 PBD binding of FITC phosphopeptide, fluorescence polarization. Potency, µM, for the others: max response, negative = inhibition, hits mostly inhibitors. 360,000 compounds, 2.8% hits. AID 720504, 2013; note: potency is the fitted concentration of half-maximal effect; series mostly up to about 57 µM; % is set by controls: 0 for no effect and ±100 for the full control effect; nearly all actives have a fitted effect of over 65% in size
# GLP1R ag: qHTS of GLP-1 Receptor Agonists; Potency, µM (series often up to 45.6 µM), without a hit: top-dose activation, usual class: activators; HEK293 GLP-1R CRE-luciferase, luminescence, 4-6 h; cells express a hypersensitive GLP-1R form; 380,000 compounds, 0.007% hits; note: potency is the fitted concentration of half-maximal effect; % of control where 0% means no effect
# IL2 activator: qHTS of IL-2 Activators; IL-2 activation reporter assay, cell-based qHTS; stimulated with anti-CD3/CD4/CD28 beads; in transgenic mouse T cells; activation, % (series mostly up to about 46 µM); 360,000 compounds, 0.065% hits; AID 652025, 2013; in the data active = activation above about 50%; inconclusive = mostly about 30% to 49%; note: 0% is about no effect
#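 Unstimulated transgenic mouse T cells preincubated 60 min with compound, then stimulated with anti-CD3/anti-CD4-coated beads plus anti-CD28 for 18 h at 37 degrees C. IL-2 response read as EGFP and DsRed fluorescence by plate cytometry.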
# EPAC1 agonist: qHTS for Agonist of cAMP-regulated guanine nucleotide exchange factor 3 (EPAC1): primary screen; 360,000 compounds, 0.073% hits; AID 720707, 2013; Rap guanine nucleotide exchange factor 3 (Homo sapiens), O95398; EPAC1 agonist qHTS, biochemical assay; response scale: 100% = response to 6.5 mM cAMP; Potency, µM (series often up to 154 µM), for inactives: top-dose activation, usual class: activators; note: potency is the fitted concentration of half-maximal effect; nearly all actives have a fitted effect of over 60% in size
#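 Multi-concentration qHTS readout: loss of Rap1B-bound BODIPY-GDP fluorescence driven by 100 nM EPAC1 with excess GDP (50 uM), monitored kinetically at room temperature; agonist response expressed relative to 6.5 mM cAMP.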
# * hit, by the source's call; i = inactive; ? = inconclusive; . = no result given; & = joins results of further samples; [ ] = dose if it differs, or a comment. Unless noted, calls come from the whole dose curve; as a rule, active = well fitted curve in the direction sought with a large enough effect; inconclusive = small, poorly fitted or top-dose-only effect, or another doubt; inactive = no such curve, though single readings can be large; an effect the other way counts as inactive or inconclusive. These rows are one share of the data; count on the stated rates, not on these rows.
SMILES,PTHR1 ag,GLP1R cytotox,GLP1R inv ag,PI5P4K alpha inh,EPAC1 antagonist,PLK1 PBD inh,GLP1R ag,IL2 activator,EPAC1 agonist
CCn1c(NC)cc(=O)n(C)c1=O,i,1%,0%,1,-7%,0%,-3%,0.9,-4%
COCCNC(=O)C(=O)NCC1OCCN1S(=O)(=O)c1ccc2c(c1)OCCO2 (stereo not given),-4%,-7%,17%,-1,4%,-12%,6%,-0.2,-2%
COc1ccc(Cn2cnc3c4cc(F)ccc4n(C)c3c2=O)cc1,i,-7%,35%[activator],3,-3%,3%,9%,5.7,-2%
O=C(c1ccc(F)cc1)N1CCCCC(Sc2nnc3ccccn23)C1=O (stereo not given),i,-6%,0%,.,5%,-8%,1%,-1.0,1%
Cc1ccc(NC(=O)Cn2ncn3c(cc4ccccc43)c2=O)c(C)c1,?,3%&20%,-1%&4%,-23,1%,-19%,4%,-2.2,7%
N#CCCCSc1ncccc1-c1nc2ccccc2[nH]1,-5%[57.5 µM],10%,2%,.,1%,-21%,4%,-0.5,-6%
Cc1cc(-c2ccc(C(C)C)c(S(=O)(=O)N3CCC(C)CC3)c2)on1,i,16%,?,13,-26%,0%,24%,-0.5,-9%
Brc1ccccc1-n1nnc(-c2cnc3ccccc3c2)n1,-85%[inhibitor],22%,?,12,16%,-7%,7%,-0.3,-9%
CN1CCN(S(=O)(=O)c2cccc(S(=O)(=O)c3ccc(Cl)cc3)c2)CC1,4%[57.5 µM],1%,-2%,.,-18%,-10%,1%,-2.4,5%
CC(C(=O)Nc1cccc([N+](=O)[O-])c1)N(c1ccccc1)S(C)(=O)=O (stereo not given),i,-2%,11%,5,-2%,-1%,5%,0.6,3%
CCn1c(SCC(=O)c2ccc(F)cc2)nnc1-c1ccoc1C,i,-11%,-4%,3,-11%,-11%,-10%,-0.9,-2%
CC(C)(C)OC(=O)N1CCN(C(=O)Cn2cc(CCO)nn2)CC1,-14%,36%[activator],5%,-1,18%,-14%,0%,1.0,3%
CCNc1nc(NC(C)C)nc(SCCOc2ccc(C)cc2)n1,i,-1%,7.9µM*,21,-26%,-9%,33%,0.0,9%
Cc1cc(Br)ccc1NC(=O)CNC(=O)c1cnn(C)c1,i,-20%,-4%,5,-6%,0%,-4%,0.0,-2%
COc1ccccc1NC(=S)NC1CCCCCC1,-7%,?,?,3,-11%,-1%,3%,-2.8,5%
CC(C)c1c(C(=O)N/N=C/c2ccco2)nnn1-c1nonc1N,-20%,1%,5%,2,-5%,4%,6%,-0.7,1%
COc1ccc(CC2(CO)CCN(C(C)Cc3ccc(Cl)cc3)CC2)cc1 (stereo not given),-1%,?,?,8,-17%,-5%,8%,0.0,-5%
Cc1ccc(NS(=O)(=O)c2cccc3cccnc23)cc1Cl,-41%[inhibitor],-3%,-5%,1,0%,-21%,15%,-0.3,-8%
O=C(/C=C/c1cccs1)N1CCC2(CC1)Oc1ccc(Cl)cc1C(=O)C21CC(c2cccnc2)=NO1 (stereo not given),-30%,-19%,?,-1,-20%,4%,1%,-0.1,2%
O=C(CCCCCNC(=O)c1ccccc1)N/N=C/c1ccccc1O,-1%,-17%,-24%,9,5%,-2%,2%,0.2,6%
Cc1ccc(-c2nc3ccccc3o2)cc1NC(=S)NC(=O)c1cc2ccccc2o1,i,10%,33%[activator],1,0%,-6%,14%,2.8,0%
Cn1c(=O)nc2n(Cc3ccccc3)c3ccccc3cc-2c1=O,-7%,146%[activator],17%,-2,-5%,-13%,16%,-3.3,12%
Cc1nc(SCC(=O)Nc2ccc3c(c2)OCCO3)c2oc3ccccc3c2n1,14%[57.5 µM],?,0%,.,-2%,-8%,-3%,-1.0,2%
O=S(=O)(O)c1cccc(N=Nc2c(O)ccc3ccccc23)c1,i,?,5%,-54*,-13%,-7%,0%,-0.4,-2%
O=C(COC(=O)/C=C/c1ccc(Cl)cc1Cl)Nc1ccc2c(c1)OCCO2,-2%,8%,-11%,-7,10%,-8%,2%,-1.9,4%

# 4 of these compounds in a different format:
# Every second line gives: PTHR1 ag | GLP1R cytotox | GLP1R inv ag | PI5P4K alpha inh | EPAC1 antagonist | PLK1 PBD inh | GLP1R ag | IL2 activator | EPAC1 agonist
- Brc1ccccc1-n1nnc(-c2cnc3ccccc3c2)n1
  -85%[inhibitor] | 22% | ? | 12 | 16% | -7% | 7% | -0.3 | -9%
- O=C(c1ccc(F)cc1)N1CCCCC(Sc2nnc3ccccn23)C1=O (stereo not given)
  i | -6% | 0% | . | 5% | -8% | 1% | -1.0 | 1%
- Cc1nc(SCC(=O)Nc2ccc3c(c2)OCCO3)c2oc3ccccc3c2n1
  14%[57.5 µM] | ? | 0% | . | -2% | -8% | -3% | -1.0 | 2%
- CC(C)(C)OC(=O)N1CCN(C(=O)Cn2cc(CCO)nn2)CC1
  -14% | 36%[activator] | 5% | -1 | 18% | -14% | 0% | 1.0 | 3%

# 2 of the compounds above, tab-delimited:
SMILES	PTHR1 ag	GLP1R cytotox	GLP1R inv ag	PI5P4K alpha inh	EPAC1 antagonist	PLK1 PBD inh	GLP1R ag	IL2 activator	EPAC1 agonist
O=C(CCCCCNC(=O)c1ccccc1)N/N=C/c1ccccc1O	-1%	-17%	-24%	9	5%	-2%	2%	0.2	6%
COCCNC(=O)C(=O)NCC1OCCN1S(=O)(=O)c1ccc2c(c1)OCCO2 (stereo not given)	-4%	-7%	17%	-1	4%	-12%	6%	-0.2	-2%

# (more compounds)
SMILES,PTHR1 ag,GLP1R cytotox,GLP1R inv ag,PI5P4K alpha inh,EPAC1 antagonist,PLK1 PBD inh,GLP1R ag,IL2 activator,EPAC1 agonist
CN(Cc1cnccn1)C(=O)CC1C(=O)NCCN1CC(c1ccccc1)c1ccccc1 (stereo not given),0%,-5%,-6%,-9,?,3%,0%,-3.0,8%
O=C(NCCc1ccc(F)cc1)c1ccc([N+](=O)[O-])cc1,-18%,8%[0.307 µM],2%[0.307 µM],1,-19%,-4%,-10%,-0.2,-3%
Cc1cc(C)c(S(C)(=O)=O)c(Oc2cccc(Cl)c2)n1,i,-3%,5%,13,-12%,0%,0%,-1.4,-12%
CC(C)(C)OC(=O)N(CCc1ccccc1)Cc1cccc(OCc2cccc(NC(=O)C3CCC3)c2)c1,-18%,7%,?,12,-8%,-4%,-2%,-0.2,7%
O=C(CN1C(=O)c2ccc([N+](=O)[O-])cc2C1=O)NC1CCCCCC1,-6%,-8%,7%,4,7%,-7%,-8%,-0.7,6%
COc1ccccc1N1CCN(C2CCCN(C(=O)c3csc(C)n3)C2)CC1 (stereo not given),i,-3%,-13%,2,-1%,1%,-1%,2.9,4%
COc1ccc(CC(=O)N2CCNC2=O)cc1,i,-21%,36%[activator],-3,0%,-20%,-6%,-2.2,-4%
O=C(COc1ccc2ccc(=O)oc2c1)N1CCc2ccccc21,i,7%,3%,5,18%,-2%,24%,-0.5,-11%
CC(C)CCNC(=O)COc1ccc(N(C)S(=O)(=O)c2ccc(F)cc2)cc1,-20%,-5%,?,3,-5%,-2%,-3%,-3.6,4%
CCCCCC(O)(c1ccc(OCC)cc1)C(CN1CCOCC1)c1ccccc1 (stereo not given),-34%[inhibitor],?,?,24,-18%,2%,5%,-1.1,-9%
COc1ccc([N+](=O)[O-])cc1NC(=O)C(C)OC(=O)C1CCC1 (stereo not given),-6%,-2%,9%,1,-10%,-1%,3%,-3.9,3%
Cc1nc(SCC(=O)NC(C)(C)C)c2c(-c3cccs3)csc2n1,-23%,-19%,?,3,-27%,-12%,17%,-4.3,11%
C=CCNc1cc(F)ccc1S(=O)(=O)NCC=C,i,5%,-3%,-1,-5%,-20%,13%,1.4,-13%
CC(=O)N/C(N)=N/c1nc(=O)c2ccccc2s1,-61%[inhibitor],13%,19%,5,-6%,-2%,-3%,-0.3,4%
O=C(COC(=O)c1ccc(F)c(S(=O)(=O)N2CCOCC2)c1)NCc1ccccc1,i,5%,2%,2,0%,5%,-2%,0.9,7%
O=C1C2CC=CCC2C(=O)N1CNc1ccccc1 (stereo not given),i,-1%,13%,-1,-2%,-7%,-5%,0.4,0%
O=C1[C@H]2[C@@H](/C=C/c3ccccc3)N3C(=O)CN(CC4CC4)C(=O)[C@@]3(Cc3ccccc3)[C@H]2C(=O)N1c1ccccc1,-15%,-2%,22%,3,-3%,1%,-4%,3.0,-12%
O=C(Cc1n[nH]c(=O)c2ccccc12)Nc1ccc(-c2nnc3n2CCCCC3)cc1,-20%[57.5 µM],16%,11%,9,-13%,-5%,7%,0.8,3%
Cc1ccc2nc(SCC(=O)Nc3ccc(Cl)cc3)nc(=O)n2c1,i,5%,20%,-3,-1%,-5%,0%,3.9,1%
CCCn1nnc(NC(=O)COc2ccc(CC)cc2)n1,i,-12%,-19%,8,0%,-3%,3%,0.5,0%
CCOC(=O)c1c(C)oc2c1c(CN1CCN(CCO)CC1)c(O)c1ccccc12,-25%,-4%,?,-98*,?,1.7µM*,1%,-5.5,6%

# A few values from above.
# In PI5P4K alpha inh, COc1ccc([N+](=O)[O-])cc1NC(=O)C(C)OC(=O)C1CCC1 (stereo not given) shows 1
# In GLP1R ag, Cc1nc(SCC(=O)NC(C)(C)C)c2c(-c3cccs3)csc2n1 shows 17%

# High-throughput results deposited in PubChem by National Center for Advancing Translational Sciences (NCATS).
